Screens (PubChem)
pPAFAH inh: pPAFAH enzyme inhibitors, primary screen, biochemical, fluorescence polarization, human; Platelet-activating factor acetylhydrolase (Homo sapiens), Q13093; recombinant pPAFAH, FP-rhodamine probe fluorescence polarization; inhibition, % at 3.39 µM; hit rate 1.5% among 330,000; AID 463082, 2010;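 active = inhibition above the mean inhibition across the screen plus 3 SD, cut at about 25% in these data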;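 note: inhibitors block binding of the rhodamine activity-based probe so polarization drops; 0% = enzyme with DMSO and 100% = wells lacking pPAFAH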
PAD4 inh: human PAD4 inhibitors, primary screen, biochemical, fluorescence polarization, 1536-well format; Protein-arginine deiminase type-4 (Homo sapiens), Q9UM07; recombinant PAD4, RCA probe fluorescence polarization; inhibition, % at 6.36 µM; hit rate 0.41% among 330,000; AID 485272, 2010;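 active = percent inhibition above a cutoff equal to the mean of all tested compounds plus 3 SD, cut at about 15% in these data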;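 note: 0% = PAD4 with RCA probe and DMSO and 100% = probe without PAD4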
Target sequence (Q9UM07 whole entry, looked up): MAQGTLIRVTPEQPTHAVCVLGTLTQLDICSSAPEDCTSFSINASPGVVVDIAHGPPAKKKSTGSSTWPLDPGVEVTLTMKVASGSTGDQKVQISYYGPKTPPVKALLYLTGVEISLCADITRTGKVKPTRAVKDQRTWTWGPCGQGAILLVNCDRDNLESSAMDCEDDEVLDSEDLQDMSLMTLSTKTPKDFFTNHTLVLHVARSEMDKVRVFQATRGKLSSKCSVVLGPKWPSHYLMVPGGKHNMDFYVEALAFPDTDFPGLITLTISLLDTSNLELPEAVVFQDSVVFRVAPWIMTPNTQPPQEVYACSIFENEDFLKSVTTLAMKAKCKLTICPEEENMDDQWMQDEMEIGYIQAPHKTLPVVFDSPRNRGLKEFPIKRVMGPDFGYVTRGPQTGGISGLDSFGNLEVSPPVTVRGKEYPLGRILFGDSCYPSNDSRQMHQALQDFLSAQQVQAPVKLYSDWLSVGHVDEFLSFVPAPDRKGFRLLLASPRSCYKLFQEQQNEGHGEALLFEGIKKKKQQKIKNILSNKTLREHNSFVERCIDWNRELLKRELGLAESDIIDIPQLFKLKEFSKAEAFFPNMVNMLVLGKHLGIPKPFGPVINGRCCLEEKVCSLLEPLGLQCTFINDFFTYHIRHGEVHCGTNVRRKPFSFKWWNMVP
PME-1 inh: PME-1 inhibitors via competitive probe labeling, primary screen, biochemical, fluorescence polarization, FP-Rh probe, HTS; inhibition, % at 5.9 µM; Protein phosphatase methylesterase 1 (Homo sapiens), Q9Y570; hit rate 0.53% among 320,000; recombinant PME-1;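 active = inhibition above the campaign mean of all compounds plus 3 SD, cut at about 26% in these data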;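 note: competitive labeling of PME-1 active site by serine hydrolase directed probe; 0% = PME-1 with DMSO and 100% = wells lacking PME-1 enzyme; inhibitors block probe labeling so polarization falls and inhibition rises; many of its hits are not listed in these tables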
PAFAH1B3 FP inh: PAFAH1B3 enzyme inhibitors, primary screen, biochemical, fluorescence polarization, human | Platelet-activating factor acetylhydrolase IB subunit alpha1 (Homo sapiens), Q15102 | AID 492972, 2010 | hit rate 0.28% among 340,000 | recombinant PAFAH1B3, FP-rhodamine probe | inhibition, % at 3.39 µM;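 active = inhibition above the screen-wide average of all tested compounds plus 3 SD, cut at about 25% in these data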;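 note: 0% = enzyme with DMSO only and 100% = wells lacking PAFAH1B3 protein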
Target sequence (Q15102 whole entry, looked up): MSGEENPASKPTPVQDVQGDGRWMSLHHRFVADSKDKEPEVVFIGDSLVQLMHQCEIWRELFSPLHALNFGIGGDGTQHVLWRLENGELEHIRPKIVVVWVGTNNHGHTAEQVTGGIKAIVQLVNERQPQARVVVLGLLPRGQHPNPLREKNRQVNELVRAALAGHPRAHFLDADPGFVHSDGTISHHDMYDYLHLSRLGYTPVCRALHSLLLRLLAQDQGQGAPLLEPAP
PAFAH1B2 inh: PAFAH1B2 enzyme inhibitors, primary screen, biochemical, fluorescence polarization, human. Platelet-activating factor acetylhydrolase IB subunit alpha2 (Homo sapiens), P68402. recombinant PAFAH1B2, FP-rhodamine activity probe. inhibition, % at 3.39 µM. hit rate 1.2% among 340,000. AID 492953, 2010;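 active = inhibition above the mean of all tested compounds plus 3 SD, cut at about 24% in these data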;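 note: 0% = enzyme with DMSO and 100% = wells lacking PAFAH1B2; many of its hits are not listed in these tables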
PREPL inhibitor: PREPL enzyme inhibitors, primary screen, biochemical, fluorescence polarization | Prolyl endopeptidase-like (Homo sapiens), Q4J6C6 | recombinant PREPL, fluorescence polarization activity-based probe | inhibition, % at 5.96 µM | hit rate 0.68% among 320,000 | AID 2751, 2010; in the data active = inhibition above about 43%;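 note: 0% = enzyme with DMSO and 100% = wells lacking enzyme; many of its hits are not listed in these tables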
LYPLA2 inh: LYPLA2 inhibitors, primary screen, counter-screen for PME1 inhibitor project, biochemical, fluorescence polarization, FP-Rh probe ABPP; hit rate 0.38% among 320,000; AID 2177, 2009; inhibition, % at 5.9 µM; Acyl-protein thioesterase 2 (Homo sapiens), O95372; recombinant LYPLA2;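 active = inhibition above the screen-wide mean plus 3 SD, limit set per campaign, cut at about 26% in these data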;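 note: 0% = LYPLA2 with DMSO and 100% = wells lacking LYPLA2 enzyme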
LYPLA1 counter: LYPLA1 inhibitors, primary screen, counter-screen for PME1 inhibitor project, biochemical, fluorescence polarization, FP-Rh probe ABPP; Acyl-protein thioesterase 1 (Homo sapiens), O75608; AID 2174, 2009; hit rate 0.16% among 320,000; recombinant LYPLA1; inhibition, % at 5.9 µM;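 active = inhibition above the mean of all tested compounds plus 3 SD, set per campaign, cut at about 14% in these data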;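 note: inhibitors block serine hydrolase probe labeling of LYPLA1 so polarization falls; 0% = enzyme with DMSO and 100% = wells lacking LYPLA1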
GSTO1 inh: inhibitors of recombinant GSTO1, primary screen, counter-screen for RBBP9 inhibitor project, biochemical, fluorescence polarization; activity-based probe fluorescence polarization; inhibition, % at 5.96 µM; hit rate 1.1% among 300,000;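 active = inhibition above the campaign mean inhibition plus 3 SD, cut at about 35% in these data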;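 note: 0% = GSTO1-1 with DMSO and 100% = wells lacking GSTO1-1 enzyme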
An asterisk follows results filed as active; / = not tested or not shown. These rows are one share of the data; the hit share may differ from the screen's.

Each structure is followed by: pPAFAH inh, PAD4 inh, PME-1 inh, PAFAH1B3 FP inh, PAFAH1B2 inh, PREPL inhibitor, LYPLA2 inh, LYPLA1 counter, GSTO1 inh
Cc1coc(NC(=O)CSc2nc(-c3ccncc3)cc(C(F)(F)F)c2C#N)n1
    3, 0, -2, 2, -2, -1, -5, -1, -3
O=C(Nc1ccccc1NC(=O)c1c(F)c(F)c(F)c(F)c1F)c1c(F)c(F)c(F)c(F)c1F
    4, 2, 0, 9, 8, 3, 9, 3, 10
COCCNC(=O)c1onc(CSc2ccc(C(C)C)cc2)c1C(=O)O
    8, -1, 2, 3, 18, 3, 4, 1, -4
N/N=C(\c1ccccc1)c1cc(Cl)ccc1N
    3, 3, 2, 5, 3, -3, 2, -2, 1
CC(C)n1cnc2c(NCc3ccccc3)cc(OCC3CCN(C)CC3)cc21
    11, 17*, /, 50*, 10, 84*, /, /, /
CC1=C(C(=O)OC2CCCCC2)C(c2ccc(O)cc2)NC(=O)N1 (centres undefined)
    5, -6, -1, 3, 15, 4, 6, 1, -37
COC(=O)CSc1nc(SCc2ccccc2Cl)nc2c1CCCC2
    0, -2, -4, 0, 0, 2, 6, 3, 16
Cc1cc(C)cc(OCC(=O)Nc2nonc2NC(=O)COc2cc(C)cc(C)c2)c1
    -6, -2, -21, -17, -7, -22, -22, -8, -25
COc1ccc(/C(C)=N/Nc2nc3ccccc3nc2C)cc1
    -3, 6, 8, 6, -1, 29, 4, 5, -6
CN(CC(=O)NCc1cccc(F)c1)C(=O)c1ccco1
    3, 2, 0, 3, 1, -3, 1, 1, 7
O=C(Cn1cnc2ccccc21)N/N=C/c1ccc([N+](=O)[O-])cc1
    -1, 0, 6, 9, 0, 8, 0, -3, 6
COc1ccc(C(=O)Nc2ccc(C3=NNC(=O)CC3C)cc2NC(=O)c2ccc(OC)cc2)cc1 (centres undefined)
    -7, 1, -9, -4, -1, -16, -14, -11, -8
CC(CN1CCCCC1)C(=O)NN (centres undefined)
    1, 0, -2, 5, 0, 22, -1, -2, 9
COc1ccc(N2CCN(CC(O)c3c[nH]c4ccc(OC)cc34)CC2C)cc1 (centres undefined)
    15, -1, -3, 6, 4, 28, 4, 2, 9
CC(=O)c1cccc(NC(=O)Nc2c(C)nn(C)c2C)c1
    0, 1, -2, 8, 0, -6, -5, -3, 0
CCOC(=O)c1cnc2c(cnn2C)c1Oc1ccc(OC)cc1
    7, -3, 9, 3, 0, 0, 7, 2, 1
CC1CCN(C(=S)c2ccc(N(C)C)cc2)CC1
    3, 0, 0, 12, 0, 4, -2, -1, 3
CSc1ccc(/C=N/NC(=O)CN2CCN(Cc3ccc(C)cc3)CC2)cc1
    -1, 3, -2, 2, -2, 2, 4, 0, -1
O=c1cc(C(F)(F)F)[nH]c2c(OC(F)(F)F)cccc12
    3, 0, -7, 7, 0, -4, 4, -1, 1
COCc1cc(=O)[nH]c(SCC(=O)c2ccccc2)n1
    0, 1, 2, 14, 4, 0, 3, 0, 6
CN1CCN(C(=O)CSc2nc3ccc(NC(=O)c4ccccc4F)cc3s2)CC1
    1, -1, -4, 9, 4, 12, 0, 1, 0
CC1CCCN(S(=O)(=O)c2cc(Cl)ccc2Cl)C1 (centres undefined)
    10, 4, 5, 5, 0, 2, 1, -1, 9
Cn1cnnc1SCC(=O)NC(=O)NCc1ccccc1
    4, -2, -3, -2, -1, 3, 1, 0, /
O=C1CC(c2ccco2)Cc2nc(N3CCc4ccccc4C3)ncc21 (centres undefined)
    -14, -4, -7, 7, 7, 2, -5, -6, 0
CCN(CC(=O)Nc1cccc(F)c1)Cc1nc2ccccc2c(=O)[nH]1
    -1, -3, -6, -6, -2, 1, -1, -1, 16
CC(C)(C)NC(=O)N1CCCN(c2ccc(C(F)(F)F)cn2)CC1
    1, -3, 2, 0, 9, 15, 2, 5, 8
CCOC(=O)c1c(N)sc2c1CCCC2=O
    7, -2, 2, 1, 6, -5, -2, 0, 4
C=CCn1c(O)c(C=Nc2ccc(Cc3ccncc3)cc2)c(=O)[nH]c1=S
    9, 1, -32, 4, 7, 15, 14, 2, -5
Cc1ccc(/C=C/C(=O)OC(C)C(=O)Nc2ccc(Cl)cn2)o1 (centres undefined)
    10, -1, 1, 14, 1, 2, -6, -1, -7
CCc1ccccc1OCC(=O)Nc1cccc(S(=O)(=O)NC2=NCCC2)c1
    1, -1, 1, 7, 0, 16, 7, 1, /
O=C1Nc2ccc([N+](=O)[O-])cc2OC1CCN1CCCC1 (centres undefined)
    4, -1, 0, 5, 1, -2, 0, 3, 9
CCOC(=O)c1cc(C)[nH]c(=O)c1C#N
    -5, 3, 1, 6, 4, 15, -5, 1, -1
CC(/C=N/NC(=O)c1cc(C(C)C)[nH]n1)=C\c1ccccc1
    6, -1, 1, -13, 0, 5, -8, -3, 1
C=CCCC1(C)C(=O)N(c2ccccc2)c2ccccc21 (centres undefined)
    8, -7, 5, 1, 2, -15, 10, 3, 2
COc1ccccc1NC(=O)c1c(C)oc2c1CCCC2
    3, -5, 5, 11, 3, 9, 2, 4, -5
CCN1C(=O)C(C)S/C1=N\S(=O)(=O)c1ccc(F)cc1 (centres undefined)
    2, 2, -2, 2, 2, 8, -1, -1, 8
Cc1csc(SCc2ccc(C(=O)O)cc2)n1
    5, 1, -3, 4, 6, -7, 0, 1, -7
CCC(CC)c1nnc(NS(=O)(=O)Cc2ccccc2)s1
    1, 1, 0, 10, 5, -3, -2, -1, 1
CC(=O)Nc1cccc(S(C)(=O)=O)c1
    4, -4, 0, 7, 4, 14, -7, 1, 4
Cc1ccc(CC(=O)NCCS(=O)c2ccc(C)cc2)cc1 (centres undefined)
    3, 1, 0, 2, 0, 4, -4, 0, 2
Cc1ccc(NC(=O)Cn2cc(S(=O)(=O)c3ccc(F)cc3)c(=O)c3cc(F)ccc32)cc1
    -2, 2, 1, 1, 1, 22, -1, 0, 7
COc1ccccc1NC(=O)COC(=O)Cc1cccs1
    18, -3, -8, 6, 20, 10, -4, 0, 6
CN(c1ccccc1)S(=O)(=O)c1cccc(NS(=O)(=O)c2ccc(/C=C/C(=O)O)cc2)c1
    6, -3, -3, 6, 10, -6, -7, -2, 20
O=C(CSc1nnc(Nc2ccccc2)s1)NCc1ccco1
    2, 2, 1, -3, 10, -1, 5, 0, 3
O=C(Nc1ccc2c(c1)OCCO2)c1coc2ccccc2c1=O
    3, -6, -14, 10, 7, 2, -2, 2, -3
CC12Cc3ccc4ccccc4c3C=C1C[N+](C)(C)C2 (centres undefined)
    2, 2, 1, 6, 4, -10, 7, 2, 1
CCn1c(SCC(N)=O)nnc1-c1cc2c(C)nn(-c3ccccc3)c2s1
    5, -1, -9, 15, -4, 3, 8, -1, -5
O=c1oc2ccccc2c(NC(c2ccccc2)c2ccccc2)c1[N+](=O)[O-]
    2, -9, 0, -7, 9, 18, -8, -6, -38
CCN(Cc1nc(-c2cccc(C)c2)no1)C(=O)c1ccc2c(c1)OCO2
    2, -5, 4, -1, 2, 8, 3, -2, 0
Cc1ccc(NC(=Nc2ccc(Br)cc2)N2CCOCC2)cc1C
    4, -3, 1, 3, 0, 10, 8, 1, 5

Next section:
Each structure is followed by: pPAFAH inh, PAD4 inh, PME-1 inh, PAFAH1B3 FP inh, PAFAH1B2 inh, PREPL inhibitor, LYPLA2 inh, LYPLA1 counter, GSTO1 inh
CCn1c2ccccc2c2cc(NC(=O)c3cccc(OC)c3)ccc21
    21, -2, 5, -4, 6, 32, -8, -12, -12
O=C(Nc1ccccc1)N1CCCC(c2nc(-c3cccs3)no2)C1 (centres undefined)
    4, 2, 1, 3, 1, 3, 1, 0, -2
Cc1ccc(OCC(O)CN2CCOCC2)cc1C (centres undefined)
    1, -2, -1, -8, -1, 2, 6, 3, 3
Cc1nc(CN2CCC(c3ccccc3)CC2)cc(=O)[nH]1
    2, -2, 2, /, /, -4, 5, 1, 3
Cc1ccc2oc3c(c(=O)c2c1)C(c1cccc(Cl)c1)N(CCCN1CCOCC1)C3=O (centres undefined)
    -8, -6, -7, 7, 2, -5, -2, -2, 3
Cc1ccc(C(c2nnnn2C(C)(C)C)N2CCC(C)CC2)cc1 (centres undefined)
    3, -4, 1, 10, 5, -4, 2, -4, 7
COc1ccc(OC)c(NC2c3ccccc3C(=O)N2c2cccnc2)c1 (centres undefined)
    10, 0, -2, 9, 1, 13, 5, 3, 2
CCCCc1ccc(C2C3=C(CC(C)(C)CC3=O)NC3=C2C(=O)c2ccccc23)cc1 (centres undefined)
    27*, -5, 22, 16, -5, 12, -6, -12, -10
CCN(CC)CCCN1C(=O)C(O)=C(C(=O)c2cc3ccccc3o2)C1c1ccccn1 (centres undefined)
    -1, -3, -1, 1, 3, 26, 2, 3, 7
O=C(NCCOc1ccccc1F)c1ccc2c(=O)n3c(nc2c1)CCC3
    2, -3, -9, -7, -6, -13, -6, -5, /
COC(=O)C1=C(C)N(Cc2ccccc2)C(=NCc2ccc(OC)cc2)N[C@H]1c1ccccc1
    0, -2, /, -6, 0, -20, /, /, /
CCOc1ccc(-c2nnc(-c3ccncc3)o2)cc1OCC
    3, -11, -9, 4, 4, 10, 5, 1, -3
CCc1c(C)sc(NC(=O)c2cnn3cccnc23)c1C#N
    3, 0, 0, 5, -4, 4, 1, 5, -1
COc1ccccc1NC(=O)C(=O)NNS(=O)(=O)c1ccc2ccccc2c1
    7, 0, 2, 11, 34*, -7, -4, -4, 1
CN(C)/C=N/C1=C(C#N)C(c2ccc(Br)cc2)c2ccc3ccccc3c2O1 (centres undefined)
    9, -2, 23, -3, 6, 28, 6, -1, -2
